# N370S GC = N370S glucocerebrosidase modulation, Gaucher chaperone candidate. N370S GC spleen homogenate, 4MU-glucoside fluorescence. Potency, µM (doses to about 59.4 µM), inactives show top-dose activity change, negative = inhibition, actives largely listed as inhibitors. AID 2101. actives 0.092% (n = 330,000). P04062;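 also: 0% = full enzyme activity and -100% = no enzyme basal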
# FEN1 inh = blocks human flap endonuclease 1 | P39748 | Recombinant FEN1 flap cleavage, fluorescence, 15 min | Potency, µM (series often up to 114 µM), inactives show at the top dose activity change, negative = inhibition, most hits filed as inhibitors | actives 0.35% (n = 390,000) | AID 588795; also: nearly all actives have a fitted effect of over 65% in size
# Target sequence (P39748 whole entry, looked up): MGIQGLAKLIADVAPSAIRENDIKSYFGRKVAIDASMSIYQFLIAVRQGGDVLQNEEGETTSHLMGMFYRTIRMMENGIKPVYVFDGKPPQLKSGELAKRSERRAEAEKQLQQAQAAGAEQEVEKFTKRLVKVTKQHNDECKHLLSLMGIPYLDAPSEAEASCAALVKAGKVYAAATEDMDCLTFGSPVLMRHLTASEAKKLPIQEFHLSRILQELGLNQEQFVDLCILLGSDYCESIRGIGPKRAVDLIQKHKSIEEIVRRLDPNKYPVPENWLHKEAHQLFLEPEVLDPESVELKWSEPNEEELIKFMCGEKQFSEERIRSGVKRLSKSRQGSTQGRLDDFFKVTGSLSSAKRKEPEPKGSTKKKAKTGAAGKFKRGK
#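 FEN1 at 10 nM, compound pretreatment for 15 min (room temperature), 50 nM final substrate to initiate; endpoint reads at 0 and 15 min; DMSO-only plates used as vehicle background.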
# GCN5L2 inh = blocks human GCN5L2 histone acetyltransferase | AID 504327 | GCN5L2 HAT assay, ThioGlo1 CoA-SH fluorescence | Q92830 | actives 0.21% (n = 390,000) | Potency, µM (highest dose often 58.9 µM), without a hit: at the top dose activity change, negative = inhibition, actives largely listed as inhibitors
#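 Fluorescence readout, Ex340nm/Em540nm: ThioGlo1 (50uM final) reacts with free CoA thiol released as 20nM GCN5L2 acetylates H3(1-25) peptide (75uM) using acetyl-CoA (70uM). Compound and enzyme sat 15 min beforehand; 20 min room-temperature reaction.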
# * hit, by the source's call; ? = inconclusive; / = no result given; [ ] = remark or other dose. Calls follow the shape of the dose curve; as a rule, active = well fitted curve in the direction sought with a large enough effect; inconclusive = small, poorly fitted or top-dose-only effect, or another doubt; inactive = no such curve, though single readings can be large; an effect the other way counts as inactive or inconclusive. Unless noted, % is scaled to controls: 0 for no effect and ±100 for the full control effect; potency is read from the fitted curve at half-maximal effect.
SMILES | N370S GC | FEN1 inh | GCN5L2 inh
O=C1CN(C(=O)c2ccc(F)cc2)c2ccccc2N1 | -13% | 25% | 3%
Cc1ccc(S(=O)(=O)Nc2ccc(N3CCOCC3)cc2)cc1 | 9% | 1% | -5%
CC(NC(=O)c1cccs1)C(c1cccs1)N1CCN(Cc2ccccc2)CC1 (stereo not given) | -8% | -8% | -1%
COc1cc(CNCCCCO)ccc1OCc1ccccc1F | -28% | 0% | 0%
COC(=O)C1=C(CN2CCc3ccccc32)NC(=O)NC1c1cc(C)ccc1C (stereo not given) | -2% | -6% | -15%
Cn1c(=O)c(-c2ccc(Cl)cc2)nc2cnc(Oc3ccccc3)nc21 | 10% | / | -7%
O=C(NC1CCCCC1)C(c1ccco1)N(C(=O)c1csnn1)c1cccc(F)c1 (stereo not given) | 4% | -2% | 1%
C[C@H](NC(=O)c1cccc([N+](=O)[O-])c1)C(=O)OCC(=O)c1ccccc1Br | / | 8% | -8%
CC1CCC2(CC1)NC(=O)N(NC(=O)c1ccc(OC(C)C)cc1)C2=O (stereo not given) | 1% | 5% | -5%
CC(C)(C)C1=CC(O)(c2ccccc2)C=C(C(C)(C)C)C1=O | 1% | -5% | -10%
Cc1cccc(OCC(=O)NCCNC(=O)c2ccncc2)c1 | -19% | 4% | 1%
COc1ccccc1Nc1ncnc2c1cnn2-c1cccc(C)c1 | 8% | 3% | -10%
CC(C)OCCCNC(=O)Nc1cccc2ccccc12 | 16% | 19% | 0%
O=C(N/C(=C/c1cccc([N+](=O)[O-])c1)C(=O)N1CCCCCC1)c1cccs1 | 8% | -11% | -3%
CCCCOc1ccc(C(=O)Oc2cc(C)[nH]c(=O)c2[N+](=O)[O-])cc1 | -5% | 19% | -1%
O=C(CNC(=O)c1ccc(Cl)cc1)OCc1cc(=O)n2nc(C3CC3)sc2n1 | / | 16% | -1%
Cc1cc(C(=O)NP(=O)(N2CCOCC2)N2CCOCC2)c(C)n1-c1ccc(Br)cc1 | 21% | -3% | -1%
COc1cc2c(cc1OC)CN(C(=S)Nc1ccccc1Cl)CC2 | -15% | -3% | -5%
Cc1ccc(CNC(=O)c2c3c(nc4ccccc24)C(=O)N(C2CCCCC2)C3)cc1 | / | -13% | 3%
CC(=O)Nc1nc2ccccc2[nH]1 | 3% | -2% | -3%
Cc1ccc(NC(=O)CCSc2nnc3ccccn23)cc1 | 3%[12.8 µM] | -3% | -5%
N#CCC(=O)N/N=C/c1ccccc1Cl | -4% | -2% | -5%
CC(C)c1nnc(SCC(=O)N2CCc3ccccc32)n1N | 0% | 1% | -12%
COc1ccc(N2CCN(C(=O)CCc3ccc(S(=O)(=O)NCC(C)C)cc3)CC2)cc1 | 20% | -5% | -4%
COc1cccc(-c2cc(NCc3ccccc3)ncn2)c1 | 1% | / | -12%
CN(C)Cc1c(O)c(Cl)cc2c3c(c(=O)oc12)CCCC3 | ? | -16% | ?
CN(C)S(=O)(=O)c1ccc(N2CCCC2)c(C(=O)NNC(=O)c2ccc(F)cc2)c1 | / | 13% | -2%
CC(C)N(Cc1nc(-c2ccccc2)no1)C(=O)COc1ccccc1 | -5% | 12% | -13%
CC(C)c1ccc(-c2nc(N3CCOCC3)[nH]c(=O)c2C#N)cc1 | 29% | -15% | 0%
O=C(CCSCc1ccccc1F)NCc1ccc(F)cc1 | 0% | 6% | 9%
Cn1c(=NC(=O)c2cccc([N+](=O)[O-])c2)sc2ccccc21 | 4% | 3% | -10%
CCCN1C(=O)/C(=C/c2ccc(C)s2)NC1=S | 19% | -1% | -7%
Cc1cccc(NC(=O)CN2NS(=O)(=O)c3ccccc3C2=O)c1 | 4% | -6% | -1%
COC(=O)c1cc(CNC(=O)c2cccc(Cl)c2)ccc1OC | 7% | -3% | 0%
O=C(CCN1CCN(Cc2ccccc2)CC1)Nc1ccccc1Cl | 9% | 0% | 1%
COc1ccc(CNC(=O)C2CCCN(S(=O)(=O)c3ccc(F)cc3)C2)cc1 (stereo not given) | 0% | 13% | ?
O=[n+]1c2c(n([O-])c3cc(Cl)ccc31)CCCC2 | 3% | -6% | -6%
CCOc1ccc(NC(=O)CC2C(=O)N(c3ccc(OC)c(Cl)c3)C(=S)N2C2CC2)cc1 (stereo not given) | -15% | 12% | -12%
CCc1ccc(OCc2nc(-c3ccc(-n4cccc4)cc3)no2)cc1 | / | -2% | -3%
O=C(CN(CC1CCCO1)C(=O)CNS(=O)(=O)c1ccc(Cl)cc1)NCc1ccccc1 (stereo not given) | -1% | 5% | -5%
Cc1ccc(NC(=O)COC(=O)c2ccccc2Nc2ccccc2)cc1 | 4% | -2% | -8%
COc1ccc(N(C(=O)Cn2nnc(-c3ccc(C)o3)n2)C(C(=O)NC2CCCC2)c2ccncc2)cc1 (stereo not given) | -1% | 5% | -7%
Cn1cccc1Cc1nnc(SCC(=O)Nc2ccc3c(c2)OCO3)n1-c1ccc(F)cc1 | 21% | 2% | -6%
Cc1ccc(S(=O)(=O)Nc2cccc(Cl)c2)cc1NC(=O)C1CC1 | / | -2% | -28%
O=C(NC(Cc1ccccc1)C(=O)NC1CC1)OCc1ccccc1 (stereo not given) | -6% | -12% | 20%
COCCNc1oc(-c2ccco2)nc1S(=O)(=O)c1ccccc1 | -6% | 0% | -20%
O=S(=O)(c1ccc(Cl)cc1)N1CCC2(CC1)OCCO2 | -7% | -1% | -1%
Cc1ccc(-n2nnnc2SCC(=O)NNC(=O)c2ccc([N+](=O)[O-])cc2)cc1 | 0% | 8% | ?

# Copied from the list:
# Value for Cc1ccc(S(=O)(=O)Nc2cccc(Cl)c2)cc1NC(=O)C1CC1 under GCN5L2 inh: -28%
# Value for COc1ccc(N(C(=O)Cn2nnc(-c3ccc(C)o3)n2)C(C(=O)NC2CCCC2)c2ccncc2)cc1 (stereo not given) under FEN1 inh: 5%

# Carrying on:
SMILES | N370S GC | FEN1 inh | GCN5L2 inh
O=C(Oc1ccccc1)N1CCC2(CC1)CCN(c1ccccc1)CC2 | -4% | / | -7%
Cc1ccc(C(=O)OCC(=O)NCC2COc3ccccc3O2)cc1 (stereo not given) | / | -14% | 0%
CN(Cc1ccc(OCC(O)CN2CCCCC2)cc1)Cc1ccnc2ccccc12 (stereo not given) | -6% | 3% | -1%
Oc1ccc(Cl)cc1CNCc1ccc(F)cc1 | -5% | -11% | -18%
CC(C)(C)CC(=O)Nc1ccc(S(=O)(=O)N2CCCC2)cc1 | 7% | -17% | 15%
COc1ccc(Cl)cc1CN1CCOCC1 | -2% | 6% | -1%
O=C(COC(=O)c1cc(=O)[nH]c(=O)[nH]1)Nc1cccc(S(=O)(=O)N2CCCCC2)c1 | 3% | -8% | 1%
O=C(NC1CC(=O)N(c2ccc3c(c2)OCCO3)C1)N1CCCCC1 (stereo not given) | -18% | -2% | -4%

# A portion taken from the entries so far, for reference:
SMILES | N370S GC | FEN1 inh | GCN5L2 inh
O=C(COC(=O)c1cc(=O)[nH]c(=O)[nH]1)Nc1cccc(S(=O)(=O)N2CCCCC2)c1 | 3% | -8% | 1%
O=C(NC1CC(=O)N(c2ccc3c(c2)OCCO3)C1)N1CCCCC1 (stereo not given) | -18% | -2% | -4%

# The list goes on:
SMILES | N370S GC | FEN1 inh | GCN5L2 inh
CC(C)c1cccc(C(C)C)c1NC(=O)CN(C)C1CCS(=O)(=O)C1 (stereo not given) | / | -5% | -6%
CCOc1ccccc1NC(=O)C1CCN(S(=O)(=O)c2cc(Br)cc3c2N(C(C)=O)CC3)CC1 | / | 16% | -3%
O=C(CCNC(=O)C1CCN(S(=O)(=O)c2ccccc2)CC1)NCCc1ccc(Cl)cc1 | -11% | 5% | ?
CN(C)S(=O)(=O)c1ccc(C(=O)OCC2CC2(Cl)Cl)cc1 (stereo not given) | -9% | -10% | -4%
COc1ccc(CCNC(=O)c2ccc(CSCc3ccc(C)cc3)o2)cc1OC | / | -28% | -5%
Cc1cccc(N2CCN(C(=O)CCNS(=O)(=O)c3ccc4c(c3)CCN4C(=O)C3CC3)CC2)c1C | / | -12% | -6%
CCS(=O)(=O)Nc1c(C(=O)O)[nH]c2ccccc12 | -8% | -1% | -9%
CCN1C(=O)C(O)(CC(=O)c2cccc(-n3cccc3)c2)c2ccccc21 (stereo not given) | -19% | -17% | 1%
CCOC(=O)c1ccccc1NC(=O)CC(C)CC(=O)O (stereo not given) | 14% | -4% | 1%
COc1cccc(-n2c(=O)c3ccccc3n3c(=S)[nH]nc23)c1 | -5% | -13% | -6%
COc1ccc(CNC(=O)C[C@H]2C[C@H](C(=O)N(C(C)C)C(C)C)[C@@]3(C)c4[nH]c5cc(-c6ccco6)ccc5c4CCN3C2=O)cc1OC | / | -21% | -9%
Cc1ccc(CNCc2cccnc2)cc1 | 4% | -2% | -5%
C=CCN(CC=C)CCOc1ccccc1F | 8% | -9% | -2%
CCc1ccc2nc(NC(=O)c3ccc4c(=O)[nH]c(CN5CCOCC5)nc4c3)sc2c1 | -2% | -3% | -1%
CCOC(=O)CN1C(=O)S/C(=C/c2ccc(OCc3ccc(C(=O)O)cc3)cc2)C1=O | -9% | -10% | ?
COc1ccc(-c2nc(CCNC(=O)c3ccco3)cs2)cc1OC | 2% | 17% | -1%
COc1ccccc1/C=N/NC(=O)c1cccc(NC(=O)c2ccccc2C)c1 | -2% | -6% | -7%
CCOc1ccc(CCNC(=O)c2c(C)nn(-c3ccccc3)c2Cl)cc1OCC | -1% | 9% | -14%
Oc1ccc(C(=S)N2CCCCCC2)cc1 | 5% | -5% | -3%
CCOC(=O)c1csc(N/N=C2\CCCc3ccccc32)n1 | -11% | -1% | -4%
O=C(NCC1(O)CCCCC1)C1CCC(=O)N(CCc2ccccc2)C1 (stereo not given) | -1% | 1% | 2%
COCCNC(=O)/C(C#N)=C/c1cn(CC(=O)NCc2ccco2)c2ccccc12 | -2% | -5% | -4%
O=S(=O)(NCC(c1ccco1)S(=O)(=O)c1ccccc1)c1ccccc1 (stereo not given) | / | 13% | -6%
CCC(=O)N1CCN(c2ccc(NC(=O)c3ccc([N+](=O)[O-])o3)cc2Cl)CC1 | -10% | ? | -13%
O=c1c2ccccc2c(C=Nc2ccc(Cl)cn2)c(O)n1-c1cc(Cl)ccc1N1CCOCC1 | -3% | 1% | 1%
COc1cc(Cl)c(NS(=O)(=O)c2ccc3c(c2)CC(C)N3C(=O)C2CCC2)c(OC)c1 (stereo not given) | / | 0% | -12%
CCOC(=O)c1c(C)[nH]c(C)c1S(=O)(=O)N1CCCC(C(=O)N2CCN(c3cc(C)ccc3C)CC2)C1 (stereo not given) | / | -23% | -28%
Cc1cccc(NC(=O)CSc2ccc(-c3cccnc3)nn2)c1 | ? | 5% | ?
COC(=O)C1=C(C)Nc2ncnn2C1c1cccnc1 (stereo not given) | -20% | -6% | -4%

# Of the compounds above, 16 contain an aryl methoxy group.
SMILES | N370S GC | FEN1 inh | GCN5L2 inh
COc1cc(CNCCCCO)ccc1OCc1ccccc1F | -28% | 0% | 0%
COc1ccccc1Nc1ncnc2c1cnn2-c1cccc(C)c1 | 8% | 3% | -10%
COc1cc2c(cc1OC)CN(C(=S)Nc1ccccc1Cl)CC2 | -15% | -3% | -5%
COc1ccc(N2CCN(C(=O)CCc3ccc(S(=O)(=O)NCC(C)C)cc3)CC2)cc1 | 20% | -5% | -4%
COc1cccc(-c2cc(NCc3ccccc3)ncn2)c1 | 1% | / | -12%
COC(=O)c1cc(CNC(=O)c2cccc(Cl)c2)ccc1OC | 7% | -3% | 0%
COc1ccc(CNC(=O)C2CCCN(S(=O)(=O)c3ccc(F)cc3)C2)cc1 (stereo not given) | 0% | 13% | ?
CCOc1ccc(NC(=O)CC2C(=O)N(c3ccc(OC)c(Cl)c3)C(=S)N2C2CC2)cc1 (stereo not given) | -15% | 12% | -12%
COc1ccc(N(C(=O)Cn2nnc(-c3ccc(C)o3)n2)C(C(=O)NC2CCCC2)c2ccncc2)cc1 (stereo not given) | -1% | 5% | -7%
COc1ccc(Cl)cc1CN1CCOCC1 | -2% | 6% | -1%
COc1ccc(CCNC(=O)c2ccc(CSCc3ccc(C)cc3)o2)cc1OC | / | -28% | -5%
COc1cccc(-n2c(=O)c3ccccc3n3c(=S)[nH]nc23)c1 | -5% | -13% | -6%
COc1ccc(CNC(=O)C[C@H]2C[C@H](C(=O)N(C(C)C)C(C)C)[C@@]3(C)c4[nH]c5cc(-c6ccco6)ccc5c4CCN3C2=O)cc1OC | / | -21% | -9%
COc1ccc(-c2nc(CCNC(=O)c3ccco3)cs2)cc1OC | 2% | 17% | -1%
COc1ccccc1/C=N/NC(=O)c1cccc(NC(=O)c2ccccc2C)c1 | -2% | -6% | -7%
COc1cc(Cl)c(NS(=O)(=O)c2ccc3c(c2)CC(C)N3C(=O)C2CCC2)c(OC)c1 (stereo not given) | / | 0% | -12%

# Bioassay records as filed in PubChem.

# Not all compounds are listed. The share of hits here may be higher or lower than overall.
